# Compound activity deposited in PubChem by National Center for Advancing Translational Sciences (NCATS).
# GAA inhib = inhibitors of human lysosomal alpha-glucosidase | hit rate 0.005% among 200,000 | purified human GAA, 4-MU-alpha-glucoside fluorescence | Potency, µM (highest dose often 76.9 µM), for the others: at the highest dose activity change, negative = inhibition, hits mostly inhibitors | AID 1466 | P10253;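 further: plate controls were uninhibited enzyme wells for no effect and no-enzyme background for full effect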
#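 Activity normalized between no-enzyme (basal) and enzyme-only wells. Conditions: 4 nM human enzyme, 400 uM fluorogenic substrate, citrate/phosphate pH 5.0 with Tween-20, 20 min room temperature, compounds up to 77 uM.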
# RECQ1 helicase = inhibitors of human RECQ1 DNA helicase | P46063 | RECQ1 DNA unwinding, red fluorescence kinetic read | Potency, µM (titrated, usually from 57.3 µM), for inactives: at the top dose activity, negative = inhibition, most hits filed as inhibitors | hit rate 0.54% among 240,000 | AID 2549;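 further: plate controls were vehicle for no effect and no enzyme for full effect; nearly all actives have a fitted effect of over 30% in size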
# Target sequence (P46063 whole entry, looked up): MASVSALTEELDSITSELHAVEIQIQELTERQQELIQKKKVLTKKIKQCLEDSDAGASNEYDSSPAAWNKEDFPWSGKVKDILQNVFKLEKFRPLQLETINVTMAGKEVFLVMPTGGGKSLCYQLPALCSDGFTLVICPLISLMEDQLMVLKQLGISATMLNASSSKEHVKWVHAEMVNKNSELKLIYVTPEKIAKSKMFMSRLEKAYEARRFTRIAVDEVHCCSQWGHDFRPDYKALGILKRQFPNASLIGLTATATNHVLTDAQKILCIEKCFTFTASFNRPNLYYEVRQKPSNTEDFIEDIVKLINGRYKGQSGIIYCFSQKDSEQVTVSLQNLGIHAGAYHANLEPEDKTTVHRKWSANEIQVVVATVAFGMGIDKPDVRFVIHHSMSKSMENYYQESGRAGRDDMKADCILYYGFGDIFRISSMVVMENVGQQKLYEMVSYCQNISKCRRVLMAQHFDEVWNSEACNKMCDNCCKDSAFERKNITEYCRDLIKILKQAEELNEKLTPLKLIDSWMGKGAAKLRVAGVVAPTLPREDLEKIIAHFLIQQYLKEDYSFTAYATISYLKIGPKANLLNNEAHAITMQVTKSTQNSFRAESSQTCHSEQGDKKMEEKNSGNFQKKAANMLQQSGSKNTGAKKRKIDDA
#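 50 nM RECQ1T1 preincubated 15 min with compound in Tris pH 8.0 buffer with MgCl2, DTT, Tween-20 and 2.5 ug/ml poly(dI-dC); started with 200 nM TAMRA/BHQ-2 forked duplex and 2 mM ATP. Unwinding read as fluorescence (525/598 nm), two reads 2 h apart.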
# TRb SRC2 PPI = disrupts binding of human TR beta to SRC2; P10828; TRbeta-SRC2 peptide binding, fluorescence polarization; receptor liganded with 1 µM T3; Potency, µM (highest dose often 106 µM), for the others: at the top dose activity change, negative = inhibition, most hits filed as inhibitors; hit rate 0.065% among 280,000; AID 1469;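 further: plate controls were bound peptide for no effect and peptide without receptor for full effect; nearly all actives have a fitted effect of over 50% in size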
# Target sequence (P10828 whole entry, looked up): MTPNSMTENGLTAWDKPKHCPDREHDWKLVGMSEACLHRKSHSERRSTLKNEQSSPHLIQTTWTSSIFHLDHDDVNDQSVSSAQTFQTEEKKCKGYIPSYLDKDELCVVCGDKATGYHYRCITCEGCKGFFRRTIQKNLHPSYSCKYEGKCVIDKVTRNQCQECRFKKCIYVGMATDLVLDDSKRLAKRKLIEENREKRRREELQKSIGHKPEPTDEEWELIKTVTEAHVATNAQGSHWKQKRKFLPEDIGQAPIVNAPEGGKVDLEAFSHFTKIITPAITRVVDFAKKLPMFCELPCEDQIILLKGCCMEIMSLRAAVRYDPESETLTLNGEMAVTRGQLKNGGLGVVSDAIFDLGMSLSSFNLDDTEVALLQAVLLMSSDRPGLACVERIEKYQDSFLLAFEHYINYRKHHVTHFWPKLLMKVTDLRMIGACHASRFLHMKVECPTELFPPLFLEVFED
#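 A fluorescence polarization screen tested compounds at multiple concentrations against complex formation between 0.6 uM TRb ligand-binding domain and 20 nM Texas Red SRC2 peptide, with 1 uM T3 present; readout after 5 hr.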
# RGS12 GoLoco inh = blocks human Gai1 binding to RGS12 GoLoco peptide, red readout | Gai1:RGS12 GoLoco peptide FP, rhodamine, 10 min | Potency, µM (series often up to 61.6 µM), for inactives: at the highest dose activity, negative = inhibition, actives largely listed as inhibitors | hit rate 0.44% among 230,000; active means well fitted inhibition curve with a large enough effect, not every such curve was filed as active; inactive means no such curve, though single readings can be large or run the other way; further: nearly all actives have a fitted effect of over 30% in size; many of its hits are not listed in these tables
# GAA spleen mod = lysosomal alpha-glucosidase (human) modulation | human spleen homogenate, 4-MU-alpha-glucoside fluorescence | Potency, µM (highest dose often 79.9 µM), for inactives: at the top dose activity change, negative = inhibition, most hits filed as inhibitors | hit rate 0.006% among 240,000;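 further: 0% = enzyme with vehicle and -100% = no enzyme basal signal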
#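 Human spleen homogenate (1 ug) incubated with compounds and 1 mM 4-methylumbelliferyl-alpha-D-glucopyranoside in pH 5.0 citrate/phosphate buffer, 37 C, 40 min. Stopped at pH 10; 4-MU fluorescence (Ex 365/Em 440 nm); AC50 by Hill fit.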
# L3MBTL1 inh = L3MBTL1 (human) inhibition; AlphaScreen L3MBTL1–H3K9me1 peptide binding; Potency, µM (titrated, usually from 57.1 µM), inactives show at the top dose activity, negative = inhibition, usual class: inhibitors; hit rate 0.66% among 230,000; further: nearly all actives have a fitted effect of over 60% in size
#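 L3MBTL1 (50 nM) pre-complexed 30 min with biotinylated H3(1-15)K9me1 peptide (75 nM), then compounds added for 30 min at room temperature; AlphaScreen streptavidin donor/nickel chelate acceptor beads (10 ug/mL final) read after 30 min dark incubation.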
# GAA glycogen mod = alters human alpha-glucosidase cleavage of glycogen; P10253; recombinant GAA, glycogen substrate, Amplex Red glucose oxidase fluorescence; Potency, µM (series often up to 76.4 µM), without a hit: at the top dose activity change, negative = inhibition, most hits filed as inhibitors; hit rate 0.38% among 300,000; AID 2100;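 further: 0% = full enzyme reaction and -100% = no-enzyme basal signal; the screen sought inhibitors and activators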
#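 Recombinant human alpha-glucosidase (4 nM final) hydrolysed bovine liver glycogen (30 ug) for 40 min at 37 C in pH 5.0 citrate/phosphate with 0.01% Tween-20. Released glucose detected by glucose oxidase/Amplex Red, Ex 573/Em 610 nm. Compounds up to 77 uM; AC50 from Hill fits.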
# TexasRed fluor = counter-screen for TRb-SRC2 inhibitors: fluorescence interference. Potency, µM (series often up to 106 µM), for the others: at the highest dose fluorescence change, negative = quenching. hit rate 0.29% among 280,000. AID 1479. TRb/SRC2 Texas Red total fluorescence interference; active means well fitted curve in either direction with a large enough effect; inconclusive means small, poorly fitted or top-dose-only effect
#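 Human TRβ ligand-binding domain (0.6 uM) and Texas Red SRC2 peptide (20 nM) in Tris buffer with 1 uM T3 and 5% DMSO were incubated with pinned compound for 5 hr at ambient temperature. Total fluorescence was computed as S + 2P (555/632 nm).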
# Starred values were filed as active, the others as inactive; i = inactive; ? = inconclusive; . = not tested or not shown; & = joins results of further samples; [ ] = dose if it differs, or a comment. Unless noted, the call rests on the fitted dose curve; in most records, active means well fitted curve in the direction sought with a large enough effect; inconclusive means small, poorly fitted or top-dose-only effect, or another doubt; inactive means no such curve, though single readings can be large; an effect the other way counts as inactive or inconclusive. Unless noted, on the % scale 0 is the no-effect control and ±100 the full control effect; potency means the concentration at half of the fitted maximal effect.
# Values run as follows: GAA inhib	RECQ1 helicase	TRb SRC2 PPI	RGS12 GoLoco inh	GAA spleen mod	L3MBTL1 inh	GAA glycogen mod	TexasRed fluor
COC(=O)c1ccc(NC(=O)C2CC(=O)N(c3cc(C)ccc3C)C2)cc1 (stereo not drawn)
  2%	-4%	-15%	3%	-6%	6%	6%	1%
COc1cc(NC(=O)Cn2nnc(-c3ccccc3N)n2)cc(OC)c1
  -5%	i	3%	5%	0%	0%	0%	-2%
O=C(CCCNS(=O)(=O)c1cccc2nsnc12)NCc1ccccc1
  -13%	0%	5%	.	-9%	-2%	-6%	2%
COc1ccc(S(=O)(=O)N(NC2=NS(=O)(=O)c3ccccc32)C(=O)C(C)C)cc1
  -6%	-4%	2%	6%	9%	.	-2%	-2%
O=C(COC(=O)c1ccncc1)Nc1cccc(Cl)c1
  -4%	-1%	-1%	61%[activator]	-2%	-2%	1%	0%
COc1ccc([C@@H]2OC2(C(N)=O)C(N)=O)cc1
  .	-2%	-3%	-2%	-2%	.	-4%	1%
Nc1cc(=O)[nH]c(SCC(=O)Nc2cccc([N+](=O)[O-])c2)n1
  .	12%	6%	-4%	2%	.	-1%	-5%
CCOc1cc2[nH]c(=S)n(CCCOC)c(=O)c2cc1OCC
  -4%	i	-15%	9%	-20%	-25%[11.4 µM]	-2%	2%
FC(F)Oc1ccc(NC(=S)NNc2ccnc3cc(Cl)ccc23)cc1
  -4%	-8%	-9%	4%	4%	-8%	-14%	-2%
O=C1CC(c2ccccc2)CN1C(=O)c1cccc([N+](=O)[O-])c1 (stereo not drawn)
  -6%	i	-1%	1%	2%	0%	-3%	-4%
Cc1sc2ncn(CC(=O)Nc3ccccc3F)c(=O)c2c1-c1ccccc1
  -2%	-14%	3%	23%	-6%	-7%	7%	-1%
Cc1ccc(NC(=S)N(CCN(C)C)Cc2cc3cc(C)ccc3[nH]c2=O)cc1
  1%	-7%	-5%	6%	-11%	5%	-4%	-1%
O=C(COC(=O)c1cc2ccccc2cc1O)NC(=O)NCc1ccco1
  3%	-10%	-3%	10%	4%	?	1%	-1%
COc1ccc(C(CCN2CCN(c3ccccc3)CC2)c2c(OC)cc(OC)c3c(-c4ccccc4)cc(=O)oc23)cc1 (stereo not drawn)
  .	10%	-9%&4%	4%	-8%&1%	.	-6%	0%&-1%
CCOc1cc(NC(=S)NCCCN2CCOCC2)c(OCC)cc1NC(=O)c1cccs1
  -2%	-2%	-4%	20%	-6%	-15%	-13%	-3%
O=C(Cn1cnc2sc(-c3ccccc3)cc2c1=O)NCc1ccccc1
  -7%	i	-13%	-2%	1%	.	13%	0%
COc1ccc(CN2CC(C(=O)NCc3ccc4c(c3)OCO4)CC2=O)cc1 (stereo not drawn)
  2%	-8%	-4%	7%	-5%	.	-3%	0%
Cn1c(=O)c(=O)n(C)c2cc(S(=O)(=O)NCCOc3ccccc3)ccc21
  -8%	i	-1%	-1%	-5%	-14%	8%	1%
OCCOCCN1CCN(C(=S)Nc2ccccc2)CC1
  1%	i	1%	18%	-15%	2%	-8%	-5%
COc1ccccc1C1CC(=O)Oc2cc(O)ccc21 (stereo not drawn)
  .	i	6%	19%[88.7 µM]	-11%[119 µM]	0%	.	1%
COc1ccc(C(=O)N2CCN(C(=O)c3cc(OC)c(OC)c(OC)c3)CC2)cc1
  1%	-3%	-2%	-5%	-10%	33%[activator][11.4 µM]	1%	-2%
COc1ccc(C(=O)Nn2cnc3scc(-c4cccs4)c3c2=O)c(O)c1
  9%	-1%	5%	-3%	4%	.	3%	-6%
O=C(CN(c1ccc(F)cc1)S(=O)(=O)c1ccc2c(c1)OCCO2)Nc1ccccc1
  1%	-5%	9%	2%	4%	.	5%	-1%
CCCCc1nnc2c(N(C)S(=O)(=O)c3ccc(C)cc3)nc3ccccc3n12
  .	-1%	-1%	11%	2%	5%	-1%	0%
O[C@@H]([C@H](O)[C@@H](O)CBr)[C@@H](O)CBr
  .	8%	6%	3%	-8%	.	.	0%
Cc1ccc(Cn2nc(C)c(/C=N/NC(=O)c3cccnc3)c2C)cc1
  0%	i	1%	6%	-2%	5%[11.4 µM]	-12%	0%
CC(C)OC(=O)CSc1nc2c(cc1C#N)CCCCC2
  0%	i	3%	2%	-4%	4%	-8%	-4%
CC(C)c1ccc2c(c1)C1Cc3ccccc3C1N2 (stereo not drawn)
  2%	0%	-4%	89%[activator]	-6%	-11%	2%	-3%
O=C(Oc1cccc2cccnc12)c1ccc2c(c1)OCCO2
  -5%	3%	-4%	11%	6%	.	-5%	-2%
O=C(N/N=C/c1ccc2cccc(OCc3ccccc3)c2n1)c1ccc(Br)cc1
  4%	-12%	-9%	1%	-5%	1%	-6%	1%
COc1ccc(N2C(=O)CCC2(C#N)c2ccc(Br)cc2)cc1 (stereo not drawn)
  -2%	-1%	-9%	11%	-1%	.	4%	0%
Cc1ccc2[nH]c3c(Cl)ncnc3c2c1
  .	i	-8%	17%	-5%	.	1%	-7%
[N-]=[N+]=Nc1nc2c(N)ncnc2n1C1OC(CO)C(O)C1O (stereo not drawn)
  .	i	1%	-4%	-1%	.	.	-11%
O=C(Cc1ccccc1)NCCSCc1ccccc1
  -12%	8%	6%	3%	-4%	0%	11%	-2%
O=C(CSc1nnc(-c2ccncc2)n1Cc1ccco1)Nc1cccc(O)c1
  -3%	-2%	6%	6%	-12%	-5%	-7%	-1%
O=C(Nn1cc(C(=O)Nc2ccccc2F)c2ccccc2c1=O)c1cnccn1
  4%	-12%	8%	-28%	3%	40µM*	1%	-2%
NNC(=O)c1cc2c(ccc3ccccc32)o1
  -5%	6%	0%	16%	-4%	5%	?	-3%
Cc1cc(=O)c2c(O)cc(O)c(C)c2o1
  .	i	-2%	-1%	-17%	.	.	-3%
O=C(CN1CCN(Cc2ccc(F)cc2)C1=O)NCc1cccs1
  2%[15.4 µM]	-7%	-2%	2%	-5%	4%	7%	-2%
CC(=O)OCc1ccc2c(c1)OCO2
  .	13%	6%	-13%	1%	.	.	0%

# 2 records picked at random from those above, as already listed:
# Values run as follows: GAA inhib	RECQ1 helicase	TRb SRC2 PPI	RGS12 GoLoco inh	GAA spleen mod	L3MBTL1 inh	GAA glycogen mod	TexasRed fluor
CCCCc1nnc2c(N(C)S(=O)(=O)c3ccc(C)cc3)nc3ccccc3n12
  .	-1%	-1%	11%	2%	5%	-1%	0%
NNC(=O)c1cc2c(ccc3ccccc32)o1
  -5%	6%	0%	16%	-4%	5%	?	-3%

# (further entries)
# Values run as follows: GAA inhib	RECQ1 helicase	TRb SRC2 PPI	RGS12 GoLoco inh	GAA spleen mod	L3MBTL1 inh	GAA glycogen mod	TexasRed fluor
COc1cc(C2C3=C(CCCC3=O)Nc3[nH]n(-c4ccccc4)c(=O)c32)ccc1OC(C)=O (stereo not drawn)
  -4%	5%	-2%	4%	-26%	.	?	-1%
O=C1CC(c2cccc(Cl)c2)Cc2nc(N3CCOCC3)ncc21 (stereo not drawn)
  -7%	-9%	-2%	-13%	0%	.	0%	-6%
Fc1ccc(-c2nc(-c3cnccn3)no2)c(Cl)c1
  -15%	-4%	0%	6%	7%	6%	-5%	-4%
O=c1c([N+](=O)[O-])c(NC2CCCCC2)c2ccccc2n1-c1ccccc1
  5%	-1%	1%	-2%	-18%	3%	0%	-4%
COc1ccc(S(=O)(=O)N2CCN(C(=O)c3cnc(C)cn3)CC2)cc1
  0%	i	0%	2%	-2%	.	19%	0%
CCN(CC)S(=O)(=O)c1cccc(C(=O)N[C@H](C(=O)OCC(=O)NC(=O)NC)C(C)C)c1
  2%	-5%	-6%	11%	-3%	-4%	-24%	-2%
Cc1ccc(Sc2ncnc3onc(C)c23)cc1
  3%	-15%	-3%	6%	-3%	6%	5%	-1%
COc1ccc(-c2nc3ccccc3c(=O)n2CCN2CCOCC2)cc1
  -4%	-5%	-6%	-10%	-2%	6%	-4%	-2%
Cc1cc(C(F)(F)F)nn1CC(=O)NCC1CCCO1 (stereo not drawn)
  2%	i	-9%	.	0%	-2%	-2%	2%
CCOC(=O)C1=NOC(Cn2cc(C(C)=O)c(=O)[nH]c2=O)C1 (stereo not drawn)
  0%	-4%	-6%	6%	.	-2%	7%	-2%
CCOc1ccc(-c2cnc3n2CCC3)cc1
  0%	-11%	7%	0%	-7%	.	-7%	-1%
O=C(O)c1cc(S(=O)(=O)Nc2ccccc2C(=O)O)ccc1O
  -4%	19%	-9%[53 µM]	3%	-6%	-18%	6%	1%[53 µM]
O=C(Nc1ccn(Cc2ccccc2F)n1)c1ccc(COc2cccc(Br)c2)cc1
  -3%	-10%	-5%	1%	0%	.	0%	-3%
Cc1ccc(Nc2nnns2)cc1C
  -9%	-13%	-6%	-11%	-6%	7%	0%	1%
S=C(NCc1cccnc1)Nc1ccc(Oc2ccccc2)cc1
  -4%	i	8%	9%	0%	-24%	1%	-2%
COc1cc(NS(=O)(=O)c2ccc(NC(=O)NC3CCCCC3)cc2)nc(OC)n1
  -2%	-4%	-5%	0%	-18%	5%	-1%	-5%
COc1ccc(CNS(=O)(=O)NCc2ccccc2)cc1OC
  -1%	0%	0%	5%	8%	-19%	-8%	-2%
CCOC(=O)CNNC(=O)Nc1ccc(Cl)c(Cl)c1
  -2%	-4%	-1%	-3%	-2%	3%	-7%	0%
Cc1ccccc1-c1nc(CN2CCC(C(=O)NCc3cccnc3)CC2)c(C)o1
  -2%	-6%	11%	83%[activator]	7%	14%	7%	3%
CN(C)CC(C)(C)CNC(=S)NCc1ccc2c(c1)OCO2
  0%	-6%	-2%	-4%	5%	3%	11%	-1%
CC1(C)OC(=O)C(=CNC(Cc2c[nH]c3ccccc23)C(=O)O)C(=O)O1 (stereo not drawn)
  -2%	2%	8%	6%	-2%	-5%	-3%	0%

# Some of the compounds tested (hit frequency here may not be typical).
